TSHR antag: antagonists of human thyroid stimulating hormone receptor; P16473; TSHR-expressing cells, TSH-stimulated cAMP HTRF, 2 h; stronger effect = lower value; activity change, negative = inhibition, % at 11.5 µM; 0.2% of 330,000 active; AID 504810;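 active = activity change below a set negative limit, meaning inhibition stronger than a set level, cut at about -70% in these data; inconclusive = activity change between two set negative limits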; also: % is scaled to controls: 0 for no effect and ±100 for the full control effect
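Read-out is FRET at 665 nm (cryptate excitation 337 nm) from a cryptate-tagged anti-cAMP antibody, competed by cell cAMP against cAMP-d2. Compounds are tested on freshly harvested TSHR cells challenged with 4nM TSH (EC80) for 2 hours at 37 deg C.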
Giardia kill: Giardia lamblia killing; 0.15% of 340,000 active; activity change, % at 7.66 µM, hits read low; Giardia lamblia trophozoite viability; AID 540267; in the data active = activity change below about -80%; inconclusive = between about -30% and that limit;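 also: parasites exposed to compound for two days anaerobically before the ATP read; % is scaled to controls: 0 for no effect and ±100 for the full control effect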
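Compounds were tested on trophozoites seeded at 100 cells/well and held 48 hrs at 37 deg C anaerobically. An ATP-based luminescent kit measured the remaining live cells.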
GALK inh: galactokinase (human) inhibition. AID 1868. 0.007% of 270,000 active. Purified GALK, Kinase-Glo residual ATP luminescence. P51570. Potency, µM (highest dose often 57.5 µM), inactives show at the highest dose activity change, negative = inhibition, hits mostly inhibitors; also: potency is read from the fitted curve at half-maximal effect; % is scaled to controls: 0 for no effect and ±100 for the full control effect
Target sequence (P51570 whole entry, looked up): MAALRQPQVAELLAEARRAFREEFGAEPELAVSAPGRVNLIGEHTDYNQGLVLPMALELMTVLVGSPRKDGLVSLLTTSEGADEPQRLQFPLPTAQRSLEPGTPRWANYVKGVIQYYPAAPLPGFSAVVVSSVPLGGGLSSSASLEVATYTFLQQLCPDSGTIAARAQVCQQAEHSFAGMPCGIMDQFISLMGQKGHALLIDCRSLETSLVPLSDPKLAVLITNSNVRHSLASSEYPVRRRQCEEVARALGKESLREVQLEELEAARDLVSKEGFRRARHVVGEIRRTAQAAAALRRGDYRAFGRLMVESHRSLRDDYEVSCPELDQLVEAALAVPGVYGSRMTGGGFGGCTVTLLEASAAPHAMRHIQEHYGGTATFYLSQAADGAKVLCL
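Compounds were pin-transferred into ATP buffer (35 uM final), then GALK plus galactose (5 nM, 100 uM final) was added. After 1 h at room temperature, Kinase-Glo Plus was added and luminescence read after 10 min.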
AT treatment: potential ataxia-telangiectasia treatments restoring KAP-1 phosphorylation | […] A-T fibroblasts, KAP-1 phosphorylation AlphaLISA; neocarzinostatin DNA damage 30 min before lysis | Potency, µM (highest dose often 57.5 µM), inactives show top-dose activation, hits mostly activators | 0.19% of 320,000 active | AID 485349; also: potency is read from the fitted curve at half-maximal effect; % of control where 0% means no effect; nearly all actives have a fitted effect of over 45% in size
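hTERT-immortalized A-T patient fibroblasts ([…]), 500 cells/well in OPTI-MEM, 1% FBS, got compounds for 60 min, then NCS for 30 min at 37C. Lysates were then assayed for phospho-KAP-1 by AlphaLISA (anti-pKAP1 donor, anti-KAP1 acceptor beads), 6 hr at 25C.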
FBPA coupling cs: counter-screen for Giardia aldolase inhibitors: coupling enzyme system. 0.67% of 290,000 active. coupling enzyme system counterscreen, AmpLite Red fluorescence. AID 2472. activity change, negative = inhibition, % at 58.2 µM, hits read low; in the data active = activity change below about -30%; also: % is scaled to controls: 0 for no effect and ±100 for the full control effect
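Fluorescence at 525 nm excitation and 598 nm emission measured inhibition of the coupled detection system without aldolase. Compounds (at 57.5 uM final) were preincubated 10 min at room temperature with coupling enzyme reagent before a 20 min substrate/AmpLite Red step.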
Tb PFK block: inhibitors of T. brucei phosphofructokinase; O15648; T. brucei PFK, ADP-Glo luminescence; Potency, µM (series often up to 57.5 µM), for the others: top-dose activity, negative = inhibition, hits mostly inhibitors; 0.17% of 330,000 active; AID 485367;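 also: potency is read from the fitted curve at half-maximal effect; 0% = uninhibited 1x PFK enzyme wells and -100% = no-enzyme wells; nearly all actives have a fitted effect of over 60% in size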
Target sequence (O15648 whole entry, looked up): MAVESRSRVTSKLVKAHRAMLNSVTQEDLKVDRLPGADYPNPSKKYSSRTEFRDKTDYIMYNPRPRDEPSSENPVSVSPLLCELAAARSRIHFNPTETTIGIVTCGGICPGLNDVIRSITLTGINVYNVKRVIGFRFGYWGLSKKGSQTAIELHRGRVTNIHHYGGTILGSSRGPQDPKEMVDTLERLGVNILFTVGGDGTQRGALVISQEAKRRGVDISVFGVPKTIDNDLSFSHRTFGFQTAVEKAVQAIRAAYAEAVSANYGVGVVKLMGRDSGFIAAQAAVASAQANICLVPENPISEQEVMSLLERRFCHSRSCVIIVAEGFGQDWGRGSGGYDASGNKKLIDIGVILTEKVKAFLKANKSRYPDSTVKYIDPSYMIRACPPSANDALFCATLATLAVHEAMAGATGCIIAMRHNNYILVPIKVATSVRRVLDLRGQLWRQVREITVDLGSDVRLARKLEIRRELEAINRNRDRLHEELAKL
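PFK 1.25 nM, F6P 0.5 mM, ATP 0.1 mM, 0.1 M TEA pH 8.0, 5 mM MgCl2, 0.01% Tween20, 0.1% BSA; 45 min RT. ADP-Glo readout. qHTS titration up to 57 uM; curves fitted, compounds curve-classed.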
KCNH2 WT inh: KCNH2 (human, wildtype) channel inhibition | activity change, % at 1.84 µM | Q12809 | 0.37% of 340,000 active | AID 720551 | U2OS, BacMam KCNH2, thallium flux FluxOr; stronger effect = lower value;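 active = maximum activity change below -70%; inconclusive = maximum activity change between -70% and -50%; inactive = maximum activity change above -50%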; also: % is scaled to controls: 0 for no effect and ±100 for the full control effect
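U2OS cells transduced with wild-type KCNH2 virus are loaded with FluxOr dye for 45 min, and thallium flux is measured in kinetic reads before and after stimulation buffer. Rate constants are normalized to DMSO controls.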
MLL CXXC-DNA inh: blocks binding of human MLL CXXC domain to DNA; Potency, µM (highest dose often 115 µM), for the others: at the highest dose activity change, negative = inhibition, hits mostly inhibitors; MLL-CXXC / FITC-HOXA9 DNA fluorescence polarization; Q03164; 0.037% of 290,000 active; active = well fitted inhibition curve with a large enough effect in the polarisation, with a control signal flat, not every such curve was filed as active; inconclusive = small, poorly fitted or top-dose-only effect, or effect the other way, or a change in a side signal; inactive = no such curve, though single readings can be large or run the other way; the % refers to the polarisation; also: potency is read from the fitted curve at half-maximal effect
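Purified MLL-CXXC (added from a 7 uM solution) was preincubated 5 min at ambient with pinned compounds in 50 mM Tris-HCl pH 7.5, 50 mM NaCl, 1 mM DTT, 0.05% BSA. Fluorescein-labeled HOX-A9 DNA (50 nM solution) followed, 30 min, then polarization read.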
BCR signal inh: chronic active BCR signaling inhibition | ABC-DLBCL IkBa-CBG/CBR reporter, luminescence ratio, 4 h | Potency, µM (titrated, usually from 46.1 µM), for the others: at the top dose ratio change, negative = lower green/red ratio, hits mostly inhibitors | 0.05% of 340,000 active | AID 493014; active = well fitted inhibition curve with a large enough effect in the signal ratio, with a control signal flat, not every such curve was filed as active; inconclusive = small, poorly fitted or top-dose-only effect, or effect the other way, or a change in a side signal; the % refers to the signal ratio;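 also: potency is read from the fitted curve at half-maximal effect; plate controls were basal doxycycline-induced cells for no effect and cells given 10 µM MG132 for full effect; MG132 reads +100%, hits lower the ratio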
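TMD8 human ABC-DLBCL cells with doxycycline-inducible IκBα–green luciferase fusion and unfused red luciferase, in 0.5% FBS medium; compounds up to 46 uM, 4 h at 37C. Green/red luminescence ratio, filter-overlap corrected, fitted to concentration-response curves.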
TCR act: activates T cell receptor signaling; primary human leukocytes, anti-CD3, IL-2 HTRF, 48 h; Potency, µM (titrated, usually from 9.22 µM), without a hit: at the top dose activation of IL-2 secretion, most hits filed as activators; 330,000 tested, under 10 active; AID 504894; also: % of control where 0% means no effect
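Readout: HTRF IL-2, Eu-cryptate/d2 antibody pair, 320nm excitation, 665nm emission. Stimulus: a-CD3 beads, no co-stimulation. Cells: primary human leukocytes. Exposure: 48 hr with compound.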
An asterisk follows results filed as active; [ ] = remark or other dose. Unless noted, calls follow the shape of the dose curve; as a rule, active = well fitted curve in the direction sought with a large enough effect; inconclusive = small, poorly fitted or top-dose-only effect, or another doubt; inactive = no such curve, though single readings can be large; an effect the other way counts as inactive or inconclusive.

For O=C(Nc1ccc2nc(-c3ccc(Br)o3)[nH]c2c1)c1cccs1 the results were TSHR antag 19.0, Giardia kill -20.9, GALK inh -2.1%, AT treatment -2.9%, FBPA coupling cs -10.8, Tb PFK block 1.5%, KCNH2 WT inh 23.1, MLL CXXC-DNA inh 6.6%, BCR signal inh inconclusive and TCR act 4.1%.
For C=CCN(c1ccc(C(=O)NCCc2ccccc2)cc1)S(C)(=O)=O the results were TSHR antag 4.9, Giardia kill -13.6, GALK inh 1.0%, FBPA coupling cs -0.6, Tb PFK block 1.4%, KCNH2 WT inh 1.0, MLL CXXC-DNA inh 0.1%, BCR signal inh inconclusive and TCR act 6.5%.
For CCOC(=O)c1c(NC(=O)CS(=O)(=O)c2cn(CC)c3ccccc23)sc2c1CCCC2 the results were TSHR antag -1.2, Giardia kill -25.4, AT treatment -13.3%, FBPA coupling cs 1.7, Tb PFK block -0.4%, KCNH2 WT inh -4.1, MLL CXXC-DNA inh 26.9%, BCR signal inh 9.5% and TCR act -0.8%.
For Clc1ncc2[nH]cnc2n1 the results were TSHR antag -0.4, Giardia kill -3.4, GALK inh 1.1%, AT treatment -0.3%, FBPA coupling cs 0.7, Tb PFK block -2.1%, KCNH2 WT inh -0.5, MLL CXXC-DNA inh -0.1%, BCR signal inh 1.0% and TCR act -1.1%.
`COc1ccc(NC(=O)CN(C)CC(=O)NCC(=O)Nc2ccc(F)cc2)cc1` gave TSHR antag 6.3, Giardia kill 9.1, AT treatment 7.9%, Tb PFK block -7.6%, KCNH2 WT inh -5.9, BCR signal inh -1.1% and TCR act 0.2%.
CCCN(CC1CCCO1)C(=O)c1cc(COc2ccc(F)cc2F)on1 (stereo not drawn) was read as TSHR antag 6.4, Giardia kill -15.9, GALK inh -2.7%, AT treatment 1.6%, FBPA coupling cs 1.7, Tb PFK block 4.4%, KCNH2 WT inh 3.7, MLL CXXC-DNA inh -10.0%, BCR signal inh 2.2% and TCR act -5.7%.
O=C(COc1cccc2cccnc12)N/N=C1\SCC(=O)N1CCc1ccccc1 was read as TSHR antag -11.2, Giardia kill -6.1, GALK inh 4.9%, AT treatment -3.2%, FBPA coupling cs -3.8, Tb PFK block -3.1%, KCNH2 WT inh 9.9, MLL CXXC-DNA inh 4.9%, BCR signal inh 6.4% and TCR act -4.9%.
O=C(O)CCC(=O)NNC(=O)c1ccc(-c2ccccc2)cc1 was read as TSHR antag 0.7, Giardia kill -6.7, GALK inh 3.8%, AT treatment -5.6%, FBPA coupling cs -2.1, Tb PFK block 0.1%, KCNH2 WT inh -1.3, MLL CXXC-DNA inh 5.2%, BCR signal inh -0.9% and TCR act 5.0%[46.1 µM].
Screening CCCC(C)c1nnc(NC(=O)CS(=O)(=O)Cc2ccccc2)s1 (stereo not drawn) returned TSHR antag -10.9, Giardia kill -14.1, GALK inh -5.3%, AT treatment -1.0%, Tb PFK block 0.5%, KCNH2 WT inh -2.2, MLL CXXC-DNA inh 3.8%, BCR signal inh 0.1% and TCR act -4.8%.
CCNC(=S)N1CCC(C(=O)c2ccc(Cl)cc2)CC1 was read as TSHR antag -2.1, Giardia kill -10.3, GALK inh 2.8%, AT treatment 5.3%, FBPA coupling cs 1.0, Tb PFK block -3.3%, KCNH2 WT inh 0.4, MLL CXXC-DNA inh 5.0%, BCR signal inh -2.4% and TCR act 5.9%.
`COC(=O)c1ccc(NC(=O)CN2CCN(CC#N)CC2)cc1` gave TSHR antag -5.2, Giardia kill -13.5, AT treatment 6.1%, FBPA coupling cs 0.4, Tb PFK block -6.7%, KCNH2 WT inh 1.6, MLL CXXC-DNA inh 8.9%, BCR signal inh -1.6% and TCR act -3.8%.
CC(=O)c1cc(-c2ccccc2)n(CC(=O)NCc2cccs2)c1C was read as TSHR antag -5.4, Giardia kill -7.8, GALK inh 4.5%, AT treatment -0.6%, FBPA coupling cs 0.5, Tb PFK block -6.6%, KCNH2 WT inh 0.0, MLL CXXC-DNA inh 11.2%, BCR signal inh -6.9% and TCR act 1.0%.
`O=C(NCCCN1CCOCC1)c1ccc(Cl)cc1Cl` gave TSHR antag 8.4, Giardia kill -19.4, GALK inh -8.2%, AT treatment -6.7%, FBPA coupling cs -0.2, Tb PFK block 0.4%, KCNH2 WT inh -3.6, MLL CXXC-DNA inh 17.7%, BCR signal inh 5.0% and TCR act 1.9%.
CCC1COCCS(=O)(=O)N1Cc1cccc(Cl)c1 (stereo not drawn) was read as TSHR antag 2.5, Giardia kill 9.8, AT treatment 10.3%, FBPA coupling cs 0.7, Tb PFK block -2.2%, KCNH2 WT inh 5.5, MLL CXXC-DNA inh -2.7%, BCR signal inh 1.1% and TCR act 5.8%.
For COC(=O)[C@]1(C)N[C@H](CN(C)C(=O)c2ccccc2)[C@@H]2C(=O)N(C)C(=O)[C@@H]21 the results were TSHR antag -6.6, Giardia kill -19.3, AT treatment 6.3%, Tb PFK block 0.0%, KCNH2 WT inh -13.7, BCR signal inh 1.9% and TCR act -2.9%.
`CC(=O)c1ccc(NC(=O)c2cc(C)nc3ccccc23)cc1` gave TSHR antag 2.1, Giardia kill 2.9, GALK inh 0.0%, AT treatment -6.9%, FBPA coupling cs -0.5, Tb PFK block -0.9%, KCNH2 WT inh -9.9, MLL CXXC-DNA inh 23.5% and BCR signal inh 2.2%.
Screening CCOC(=O)c1c(C)[nH]c(C(=O)NNC(=O)c2ccc(Br)cc2)c1C returned TSHR antag -1.9, Giardia kill 5.1, AT treatment -2.5%, Tb PFK block -13.9%, KCNH2 WT inh 7.3, BCR signal inh -6.6% and TCR act -25.3%.
For COc1ccc(OC)c(NC(=O)[C@H]2CC=CC[C@H]2C(=O)O)c1 the results were TSHR antag 3.4, Giardia kill 3.6, GALK inh -1.7%, AT treatment -6.0%, FBPA coupling cs 2.2, Tb PFK block 6.8%, KCNH2 WT inh 1.5, MLL CXXC-DNA inh 0.5%, BCR signal inh 0.9% and TCR act -3.0%.
COc1ccc(CC(=O)OCC(=O)NC(=O)NC23CC4CC(CC(C4)C2)C3)cc1 was read as TSHR antag -7.9, Giardia kill -16.8, GALK inh 1.0%, AT treatment 0.3%, FBPA coupling cs -0.4, Tb PFK block 0.5%, KCNH2 WT inh -3.7, MLL CXXC-DNA inh 21.0%, BCR signal inh 0.6% and TCR act -4.2%.
For COc1ccccc1N1CCN(C(=O)c2cc(S(=O)(=O)N3CCCCC3)ccc2C)CC1 the results were TSHR antag -13.4, Giardia kill 31.6[activator], AT treatment 10.2%, Tb PFK block 10.3%, KCNH2 WT inh 1.4, BCR signal inh 0.1% and TCR act 2.3%.
Screening CN1CCCN(C(=O)C2CCCCC2)CC1 returned TSHR antag 21.0, Giardia kill -0.7, GALK inh 0.7%, AT treatment -2.5%, FBPA coupling cs 2.2, Tb PFK block 5.4%, KCNH2 WT inh -10.8, MLL CXXC-DNA inh 13.8%, BCR signal inh 3.8% and TCR act 9.1%.
For Cc1ccccc1S(=O)(=O)Cc1ccc(C(=O)NCc2cccs2)o1 the results were TSHR antag -7.7, Giardia kill 12.6, GALK inh 0.4%, FBPA coupling cs -0.6, Tb PFK block 3.1%, KCNH2 WT inh -0.9, MLL CXXC-DNA inh -16.8%, BCR signal inh 3.1% and TCR act -0.2%.
Cc1ccc([C@@H]2CC=C(C(=O)O)[C@H](c3cccc(F)c3)N2S(=O)(=O)c2ccccc2C)cc1 was read as TSHR antag -4.2, Giardia kill -15.2, AT treatment 12.9%, Tb PFK block -2.4%, KCNH2 WT inh -2.1, BCR signal inh 4.9% and TCR act 2.9%.
`COc1cccc(/C=C/C(=O)N2CC(C)OC(C)C2)c1OC` (stereo not drawn) gave TSHR antag 6.8, Giardia kill -1.4, GALK inh 12.9%, AT treatment -6.5%, FBPA coupling cs -0.4, Tb PFK block -1.2%, KCNH2 WT inh 2.6, MLL CXXC-DNA inh inconclusive, BCR signal inh -10.1% and TCR act -2.4%.
For Cc1noc(C)c1C(=O)OCC(=O)Nc1ccccc1C(=O)NC(C)c1ccccc1 (stereo not drawn) the results were TSHR antag -9.6, Giardia kill 2.2, GALK inh 0.5%, AT treatment -0.5%, FBPA coupling cs 2.1, Tb PFK block -1.1%, KCNH2 WT inh -2.4, MLL CXXC-DNA inh -1.8%, BCR signal inh 7.6% and TCR act -6.7%[46.1 µM].
`CCOc1ccc(C(C)=O)cc1CSc1nnc(-c2ccoc2C)n1N` gave TSHR antag 7.6, Giardia kill -9.0, GALK inh 2.3%, AT treatment 14.0%, FBPA coupling cs -4.3, Tb PFK block 5.7%, KCNH2 WT inh -6.2, MLL CXXC-DNA inh -3.5%, BCR signal inh 1.8% and TCR act -2.0%.

Screens as filed in PubChem BioAssay.
